ADAM17 inh – inhibits human ADAM17; recombinant ADAM17, EDANS/DABCYL FRET peptide cleavage; inhibition, % at 6.95 µM; actives 0.83% (n = 370,000); AID 720648;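 active means inhibition above the mean of compounds lying between control limits plus 3 SD, set per campaign, cut at about 8.5% in these data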;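 further: 0% = DMSO-only wells as the low control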
ARFGAP1 inh – inhibitors of rat ARFGAP1. Q62848. Arfgap1-stimulated ARF1 GTP hydrolysis, GDP FP detection. inhibition, % at 16.5 µM. actives 0.26% (n = 360,000). AID 651572;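 active means inhibition above a per-plate limit, mean inhibition of low control wells plus 3 SD, cut at about 25% in these data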;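 further: 0% = DMSO wells with enzyme and 100% = wells lacking Arfgap1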
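Material: truncated rat Arfgap1 GAP domain; Incubation: compound-enzyme preincubation 20 min, reaction 120 min, detection 60 min, 25 °C; Read-out: percent inhibition of Arfgap1-stimulated GTP hydrolysis; Technique: FP, GDP Alexa 633 tracer displaced from anti-GDP antibody, 620/688 nm; Controls: No-Arfgap1 wells (100%) versus DMSO full-reaction wells (0%); Replication: single well per compound.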
DDE Tn6 FP inh – inhibitors of Tn6 peptide binding to human fibrin DD(E) | P02675 | Fibrin DD(E) TRITC-Tn6 fluorescence polarization displacement | inhibition, % at 8.3 µM | actives 0.21% (n = 370,000);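 active means inhibition above a per-campaign cutoff: mean of compounds within control limits plus 3 SD, cut at about 15% in these data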;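 further: 0% = median of all compound wells on the plate and 100% = blocking peptide control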
PLCb3 inh – blocks human PLC-beta3 enzyme activity; inhibition, % at 12.2 µM; AID 720704; actives 0.18% (n = 370,000); Purified PLC-beta3, fluorogenic substrate, fluorescence; in the data active means inhibition above about 11%;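 further: 0% = median of compound wells on plate and 100% = full blocker control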
ASAP1 inh – ASAP1 ArfGAP inhibition. Q9ULH1. ASAP1-stimulated ARF1 GTP hydrolysis, GDP FP detection. actives 0.19% (n = 360,000). inhibition, % at 16.5 µM; in the data active means inhibition above about 25%;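 further: 0% = vehicle with enzyme and substrate and 100% = no enzyme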
DDE Tn7 FP inh – inhibitors of Tn7 peptide binding to human fibrin DD(E); P02675; FP displacement of FITC-Tn7 peptide from fibrin DD(E); 0% = median of compound wells per plate; inhibition, % at 8.3 µM; actives 0.13% (n = 370,000);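 active means inhibition above the mean of compounds falling within the control limits plus 3 SD of them, cut at about 14% in these data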;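 further: 0% = plate median of compound wells and 100% = 10 µM Aha-Tn7 peptide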
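Measure: % inhibition scaled between sample-field median and high-control FP; Test system: human fibrin DD(E); Quantity: 2 µM final DD(E) protein; Doses: one dose, 8.3 µM nominal; Schedule: compound with protein 10 min, then 3 h after probe, room temperature; Detection: fluorescence polarization; Medium: Tris buffer with calcium and detergent, pH 7.8.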
PLCg1 inh – PLC-gamma1 (human) inhibition, primary screen | P19174 | purified PLC-gamma1, fluorogenic substrate, fluorescence | inhibition, % at 12.2 µM | actives 0.84% (n = 370,000); in the data active means inhibition above about 9.5%
SIAE primary – blocks human sialic acid acetylesterase; Q9HAT2; actives 0.69% (n = 370,000); SIAE FP-Rh probe binding, fluorescence polarization; inhibition, % at 9.66 µM;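 active means inhibition above a cutoff: mean of compounds within the control limits plus 3 SD of those, cut at about 17% in these data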;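 further: 0% = plate median of compound wells and 100% = probe without SIAE protein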
ADAM10 inh – inhibits human ADAM10; actives 0.62% (n = 370,000); inhibition, % at 7 µM; recombinant ADAM10, EDANS/DABCYL FRET peptide cleavage, 3 h; O14672;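 active means inhibition above a per-campaign cutoff equal to the mean of compounds falling between control-based bounds plus 3 SD, cut at about 20% in these data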;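 further: 0% = DMSO wells while the 100% control is not disclosed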
TDP2 absorb – TDP2 (human) inhibition, absorbance primary screen | recombinant TDP2, T5PNP hydrolysis, p-nitrophenol absorbance 415 nm | AID 720702 | actives 0.34% (n = 370,000) | inhibition, % at 12.8 µM;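 active means inhibition above the mean of all tested compounds plus 3 SD, set per campaign, cut at about 25% in these data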;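 further: 0% = DMSO with enzyme and 100% = buffer with substrate but no TDP2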
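Read-out basis: percent inhibition. System: recombinant human TDP2. Buffer or medium: Mg2+-containing Tris-HCl buffer, pH 7.5. Repeats: single replicate. Timing: reaction 2 h, 37 °C. Benchmarks: high control without enzyme, low control DMSO plus TDP2. Probe or stimulus: 5 mM T5PNP. Doses: 12.8 µM only. Measured by: epi absorbance of p-nitrophenol freed from T5PNP by hydrolysis.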
* hit, by the source's call; . = no result given.

The first 12 entries as a preview:
ADAM17 inh	ARFGAP1 inh	DDE Tn6 FP inh	PLCb3 inh	ASAP1 inh	DDE Tn7 FP inh	PLCg1 inh	SIAE primary	ADAM10 inh	TDP2 absorb	molecule
2	-8	-12	5	2	0	2	8	10	9	COc1cccc(N/C(SC)=C(/C#N)C(N)=O)c1
4	-6	-3	2	-1	-7	4	-5	14	-23	CCOC(=O)Cc1csc(NC(=O)C(NC(=O)C2CCC(C)CC2)C(C)C)n1 (configuration not stated)
-1	-13	5	0	1	5	-3	2	1	-7	COc1cc(C(=S)N2CCCC2)ccc1OCc1ccccc1
-21	3	-1	-46	-6	4	-26	6	-68	0	Cc1cccc(OC(C)c2ccnc3nc(/N=C/N(C)C)nn23)c1 (configuration not stated)
-7	-12	5	-3	8	1	-2	4	-9	13	CCc1nnc(NC(=O)CN2C(=O)NC3(CCCC3)C2=O)s1
-2	1	-1	2	-7	0	0	16	1	2	COc1cc(CCCN2C(=O)C(=O)NC[C@@H]2c2ccccc2)cc(OC)c1OC
-14	2	-5	-114	5	3	-90	-3	-60	0	C=CCOc1cccc(C2c3c(oc4ccc(F)cc4c3=O)C(=O)N2CCCN2CCOCC2)c1 (configuration not stated)
1	5	-2	-4	-3	-2	-4	1	3	-14	Cc1ccc(C)n1-c1ccc(C(=O)NN)cc1
0	6	-10	-2	-13	-1	3	3	-7	-9	CN(C)c1ccc(NC(=O)Cn2cc3c(n2)CCCC3)cc1
-3	0	-1	0	3	-5	0	-1	-1	8	Cc1cc(C)cc(OCC(=O)NNC(=O)CCN2C(=O)c3ccccc3C2=O)c1
-6	11	10	-3	-16	1	3	-1	10	-5	COc1ccc(CCNC(=O)CN2C(=O)CSc3ccc(S(=O)(=O)N4CCOCC4)cc32)cc1OC
1	-13	10	0	1	-3	3	-1	10	-4	COc1ccc(C(=O)CNC2=NCCC2)cc1

Results, from the first entry:
ADAM17 inh	ARFGAP1 inh	DDE Tn6 FP inh	PLCb3 inh	ASAP1 inh	DDE Tn7 FP inh	PLCg1 inh	SIAE primary	ADAM10 inh	TDP2 absorb	molecule
2	-8	-12	5	2	0	2	8	10	9	COc1cccc(N/C(SC)=C(/C#N)C(N)=O)c1
4	-6	-3	2	-1	-7	4	-5	14	-23	CCOC(=O)Cc1csc(NC(=O)C(NC(=O)C2CCC(C)CC2)C(C)C)n1 (configuration not stated)
-1	-13	5	0	1	5	-3	2	1	-7	COc1cc(C(=S)N2CCCC2)ccc1OCc1ccccc1
-21	3	-1	-46	-6	4	-26	6	-68	0	Cc1cccc(OC(C)c2ccnc3nc(/N=C/N(C)C)nn23)c1 (configuration not stated)
-7	-12	5	-3	8	1	-2	4	-9	13	CCc1nnc(NC(=O)CN2C(=O)NC3(CCCC3)C2=O)s1
-2	1	-1	2	-7	0	0	16	1	2	COc1cc(CCCN2C(=O)C(=O)NC[C@@H]2c2ccccc2)cc(OC)c1OC
-14	2	-5	-114	5	3	-90	-3	-60	0	C=CCOc1cccc(C2c3c(oc4ccc(F)cc4c3=O)C(=O)N2CCCN2CCOCC2)c1 (configuration not stated)
1	5	-2	-4	-3	-2	-4	1	3	-14	Cc1ccc(C)n1-c1ccc(C(=O)NN)cc1
0	6	-10	-2	-13	-1	3	3	-7	-9	CN(C)c1ccc(NC(=O)Cn2cc3c(n2)CCCC3)cc1
-3	0	-1	0	3	-5	0	-1	-1	8	Cc1cc(C)cc(OCC(=O)NNC(=O)CCN2C(=O)c3ccccc3C2=O)c1
-6	11	10	-3	-16	1	3	-1	10	-5	COc1ccc(CCNC(=O)CN2C(=O)CSc3ccc(S(=O)(=O)N4CCOCC4)cc32)cc1OC
1	-13	10	0	1	-3	3	-1	10	-4	COc1ccc(C(=O)CNC2=NCCC2)cc1
2	.	4	-2	.	0	-1	-4	-3	-5	CC(C)CCNC(=O)[C@H]1COC(O)([C@H](Cc2ccccc2)NC(=O)[C@@H](NC(=O)OCc2ccccc2)C(C)C)CN1C (some centres not stated)
-1	-12	0	-6	-3	-3	4	-6	-4	-3	COc1ccc(-n2ncc3c2CC(C)(C)CC3NC(=O)C2=CC(=O)CC(C)(C)O2)cc1 (configuration not stated)
-1	7	-8	3	-2	-3	2	-1	3	12	CCCCOc1ccc(N2CC(C(=O)NCCc3ccc(OC)c(OC)c3)CC2=O)cc1 (configuration not stated)
7	3	-7	2	5	-3	6	-3	6	-17	NC(=O)CC(NC(=O)c1ccccc1)c1ccc(NCc2ccc(F)c(F)c2)c([N+](=O)[O-])c1 (configuration not stated)
-3	5	0	-6	-3	7	0	3	-11	-2	Cc1cc(C)n(-c2nc(NCCN(C)C)c3c4c(sc3n2)CCCC4)n1
1	-6	-1	5	0	3	3	3	9	-2	C1CCc2nnc(-c3nnc4n3CCCCC4)n2CC1
-1	1	-1	4	10	-4	2	-5	5	6	CC(C)Cc1nc(SCC(=O)Nc2ccc(S(N)(=O)=O)cc2)n[nH]1
2	9	-3	1	11	2	3	11	2	9	Cc1cc(C)cc(C(=O)NCC(=O)OCC(=O)c2cc(C)n(CC(F)(F)F)c2C)c1
1	10	-5	0	-12	-2	3	1	8	4	O=C(c1cc(Cl)ccc1[N+](=O)[O-])N1CCc2ccccc2C1
-30	17	-3	-31	4	-7	-18	2	-91	14	COc1ccc2oc(C(=O)NCC3CCCO3)c(C)c2c1 (configuration not stated)
0	-18	5	-2	12	-8	0	1	4	1	CCc1noc(C)c1C(=O)OC(C)C(=O)Nc1ccc(Cl)cn1 (configuration not stated)
3	-8	6	6	-12	0	4	5	6	-14	N#Cc1ccc(Cl)cc1NC(=O)COC(=O)[C@H](CCC(N)=O)NC(=O)c1ccc(F)cc1
1	4	0	-1	-8	-7	4	0	8	-8	c1ccc2c(c1)CC(N1CCCCC1)c1ccccc1S2 (configuration not stated)
8	0	-8	0	-1	-5	2	-7	19	0	CC1(C(=O)NCc2ccccc2Br)CCN1Cc1ccc2ccccc2c1 (configuration not stated)
-1	-7	-3	-323	11	-2	-282	9	-15	-15	COc1cc(/C=C2/NC(=O)N(Cc3ccccc3F)C2=O)cc(OC)c1O
-2	-7	4	-3	-7	-4	-2	-6	-13	0	CCc1nc(N=C(N)N)nc2ccccc12
-1	-4	4	-6	-5	6	3	-5	3	5	COc1ccc(NC(=O)CCNC(=O)c2ccc([N+](=O)[O-])cc2)cc1S(=O)(=O)N1CCCCC1
0	.	-7	0	.	-4	3	2	4	-5	COCC(=O)N(C[C@H]1[C@H](c2ccccc2)[C@@H](CO)N1C(=O)NC(C)C)C(C)C
-3	-8	4	1	-11	3	0	0	-5	18	CC(C)(Oc1ccc(Cl)cc1)C(=O)Nc1ccc(S(=O)(=O)Nc2ncccn2)cc1
-2	-4	-6	-1	-7	-2	2	0	-8	-7	CSc1ccc(OC2(C)CCN(Cc3ccc(OC(F)(F)F)cc3)C2)cc1 (configuration not stated)
-6	1	-9	-8	-21	5	-1	-4	10	-2	CC(C)OC(=O)c1ccc(N2CCN(c3ccccc3F)CC2)nc1
-1	-11	6	4	-4	-6	1	5	5	4	COCCN(Cc1ccccc1)C(=O)c1cc(S(=O)(=O)N2CCCCCC2)ccc1OC
-6	1	0	-2	3	2	-2	-5	-8	13	CSc1nc2ccccc2cc1/C=C(\C#N)c1ccc(Cl)cc1Cl
-4	4	11	-5	1	-2	0	3	-12	1	O=C(Nc1c2c(nn1-c1ccccc1)CS(=O)(=O)C2)c1ccc(Br)o1
-2	5	-8	4	-17	-5	2	0	-1	5	COC(=O)c1ccc(-c2ccco2)n1Cc1ccccc1Cl
-2	3	-2	2	0	3	2	-5	1	-12	CC1CCCCC12NC(=O)N(CC(=O)Nc1ccccc1N1CCOCC1)C2=O (configuration not stated)
-112	9	-6	-195	1	-5	-173	2	-274	4	O=C(NN=C1CCCC1)c1cc(Cl)cc(Cl)c1O
-1	-6	2	2	-1	1	2	-4	10	-17	NC(=O)CC[C@@H]1NC(=O)[C@H](CO)NC(=O)c2cc([N+](=O)[O-])cc(I)c2NCC[C@@H](C(N)=O)NC1=O
0	7	12	-3	-13	6	0	3	1	2	O=C(Nc1cc([N+](=O)[O-])ccc1N1CCOCC1)c1ccco1
-3	3	-2	-2	7	1	-1	1	1	-8	Cc1ccc(C(=O)c2c3ccc(C(F)(F)F)cc3[n+]([O-])n2CCC(N)=O)cc1
-37	18	2	-210	12	1	-133	-2	-78	-7	Cc1oc2cc3oc(=O)c(CC(=O)NCCC(=O)O)c(C)c3cc2c1C
-9	16	-4	-7	2	-2	-4	-1	-35	-1	O=Cc1nc(-c2ccc(Cl)cc2)n2ccccc12
-3	-1	3	-11	-18	-5	-2	-3	0	4	N#C/C(=C(/O)COC(=O)c1ccc(O)cc1)c1nc2ccccc2[nH]1
-3	-3	1	-7	3	8	-1	-7	-9	8	O=C(CN1C(=O)NC2(CCCCCC2)C1=O)N1CCN(c2ccccc2)CC1
0	6	6	-3	-4	4	1	-7	-7	-10	O=c1[nH]cnc2ccsc12
0	-13	9	2	-9	0	-2	-2	0	-3	COC(c1ccccc1)c1nnc(CCC(=O)N2CCN(Cc3cccs3)CC2)o1 (configuration not stated)
-6	-1	-7	-6	-2	3	2	-8	0	0	CC(CN1CCCC1)OC(=O)c1cccc(F)c1 (configuration not stated)
-7	12	14	-27	-6	-3	-19	6	-21	0	CC1(C)CC(=O)c2cn3c(nc2C1)nc1ccccc13

Of the compounds above, 2 contain bromine:
ADAM17 inh	ARFGAP1 inh	DDE Tn6 FP inh	PLCb3 inh	ASAP1 inh	DDE Tn7 FP inh	PLCg1 inh	SIAE primary	ADAM10 inh	TDP2 absorb	molecule
8	0	-8	0	-1	-5	2	-7	19	0	CC1(C(=O)NCc2ccccc2Br)CCN1Cc1ccc2ccccc2c1 (configuration not stated)
-4	4	11	-5	1	-2	0	3	-12	1	O=C(Nc1c2c(nn1-c1ccccc1)CS(=O)(=O)C2)c1ccc(Br)o1

Screens deposited in PubChem BioAssay by The Scripps Research Institute Molecular Screening Center.
